AID inhibitor – Primary qHTS assay for inhibitors of Activation Induced Cytidine Deaminase (AID): AID signal | Single-stranded DNA cytosine deaminase (Homo sapiens), Q9GZX7 | AID deamination FRET fluorescence, UDG-coupled, 4 h | Potency, µM (top dose mostly 115 µM), for inactives: at the highest dose activity change, negative = inhibition, usual class: inhibitors | 91,000 tested, 0.32% active | AID 1347428, 2020; also: nearly all actives have a fitted effect of over 25% in size
Target sequence (Q9GZX7 whole entry, looked up): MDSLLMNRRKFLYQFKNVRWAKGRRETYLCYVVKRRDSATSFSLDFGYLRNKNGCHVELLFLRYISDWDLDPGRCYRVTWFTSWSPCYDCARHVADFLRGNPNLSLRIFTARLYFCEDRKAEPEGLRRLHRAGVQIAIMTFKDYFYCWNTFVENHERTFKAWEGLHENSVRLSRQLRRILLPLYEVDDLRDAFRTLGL
UDG counterscr – Primary qHTS assay for inhibitors of Activation Induced Cytidine Deaminase (AID): UDG Counterscreen signal; Uracil-DNA glycosylase; FRET deamination/UDG coupled assay, UDG read, 4 h; Potency, µM (doses to about 115 µM), for inactives: top-dose activity change, negative = inhibition, hits mostly inhibitors; 91,000 tested, 0.14% active; also: nearly all actives have a fitted effect of over 65% in size
* hit, by the source's call; ? = inconclusive; & = joins results of further samples; [ ] = remark or other dose. Calls follow the shape of the dose curve; as a rule, active = well fitted curve in the direction sought with a large enough effect; inconclusive = small, poorly fitted or top-dose-only effect, or another doubt; inactive = no such curve, though single readings can be large; an effect the other way counts as inactive or inconclusive. % is scaled to controls: 0 for no effect and ±100 for the full control effect; potency is read from the fitted curve at half-maximal effect.

smiles | AID inhibitor | UDG counterscr
Cc1cccc(Cn2c(C)c(C)c3cc(C(=O)NCc4ccc(C)o4)ccc32)c1 | 46.6%[activator] | 2.8%
Cc1onc(-c2ccccc2Cl)c1C(=O)Nc1ccccc1NC(=O)c1ccccc1 | -6.5% | 2.6%
CCOc1ccccc1C(=O)NCC(c1ccc(N(C)C)cc1)N1CCCC1 (configuration not stated) | ? | 10.4%
COc1ccc(CCNc2nc(-c3ccc(Cl)cc3)cc(C(F)(F)F)n2)cc1OC | -6.1% | -14.1%
COC(CNC(=O)CC(C)C)c1ccccc1 (configuration not stated) | 0.2% | -1.9%
CCOc1ccc(CN(C)CC(=O)Nc2ccc(F)c(Cl)c2)cc1 | -15.5% | -9.6%
Cc1nn(C)cc1-c1cc(C(=O)O)c2ccccc2n1 | 2.4% | 5.1%
CCCCCC(C)NC(=O)C1CC2CCC1C2 (configuration not stated) | 4.9% | 6.5%
Cn1nnnc1-c1cccc(NS(=O)(=O)c2cc(C(F)(F)F)ccc2Cl)c1 | 3.6% | 0.3%
CCOC(=O)c1[nH]c(C)c(CCC(=O)NCc2cccc(Cl)c2)c1C | 12.7% | 5.5%
Cc1cc(-c2ccccc2)n2nc(-c3ccc(Cl)cc3)cc2n1 | 27.1% | 12.4%
N#Cc1nc(-c2ccc(OCc3ccccc3)cc2)oc1NCc1ccco1 | -4.2% | -12.7%
O=C(CN1C(=O)CCc2cc(Br)ccc21)Nc1ccc(OC(F)(F)F)cc1 | -4.1% | -17.5%
Cc1ccc(CNC(=S)Nc2ccccc2Cl)cc1 | -7.1% | 4.6%
Cc1nc(SCc2cc(=O)c3cccc(F)c3[nH]2)n[nH]1 | 4.0% | -6.9%[57.5 µM]
Cc1ccc(CCNC(=O)C2CC2)o1 | 3.9% | -9.5%
COc1ccc(C2C(=O)N(C3CCCCC3)CC(=O)N2CCC2=CCCCC2)cc1 (configuration not stated) | -26.3% | -19.0%
CC(C)C(NCc1ccccc1)C(=O)O (configuration not stated) | 4.3% | -0.8%
O=c1cccc(-c2cccc3ccccc23)o1 | -8.1% | -0.7%
CCCCN(C)CCCNC(=O)c1cn(CC)c2ccc(S(=O)(=O)N3CCc4ccccc4C3)cc2c1=O | ? | -17.3%
COc1cccc(NC(=O)Nc2ccc3nc(N4CCN(C)CC4)cc(C)c3c2)c1 | -18.3% | -15.4%
CCOc1ccc(CNC2CC2)cc1 | 2.4% | -0.2%
COc1ccc(CCNC(=O)c2ccc3c(c2)CCN3S(C)(=O)=O)cc1 | -7.5% | 6.5%
COc1cc2c(=O)n(Cc3ccco3)c(=O)n(CC(=O)Nc3ccc(F)cc3)c2cc1OC | 0.7% | 0.4%
CCc1ccccc1NC(=O)Cn1nc(C(F)(F)F)c2c1CCCC2 | -2.1% | -3.9%
Cc1ccc(NC(=O)C2CC3CCC2C3)c(Cl)c1 (configuration not stated) | -1.6% | 8.4%
CCCCN(C)CCCNC(=O)c1cc(-c2ccc(Br)s2)nc2ccccc12 | ? | -7.4%
CCC(=O)Nc1cc2nn(-c3ccc(C)cc3)nc2cc1C | 4.9% | -3.0%
COc1cc(OC)c(NC(=O)c2ccc3c(Cl)c4c(nc3c2)CCCC4)cc1Cl | -1.8% | -7.8%
C[N+](C)(N)Cc1ccccc1 | 7.9% | 1.2%
Cc1ccc(C)c(OC(=O)c2ccc(CSc3ccc(Cl)cc3)cc2)c1 | -4.1% | 6.9%
O=C(NCC12CC3CC(CC(C3)C1)C2)c1cc2nc(-c3ccc(Cl)cc3)cc(C(F)(F)F)n2n1 | -25.6% | -2.3%
COc1ccc(C2=Nc3ccc(C)cc3NC(c3ccc(Cl)cc3)=N2)cc1 | -12.8% | ?
O=C(NCc1ccccc1)C(=O)NCC(c1cccnc1)N1CCN(c2ccccc2)CC1 (configuration not stated) | 5.6% | -0.1%
CC(CC(=O)O)CC(=O)N1CCCCC1 (configuration not stated) | -5.2% | -9.5%
Fc1ccc(NC(=S)NCCc2c[nH]c3ccccc23)cc1 | 3.3% | 6.7%
C=CCOc1ccc(C(=O)Nc2cccc(F)c2)cc1 | -1.9% | -5.8%
COC(=O)c1ccc(-n2nnc(-c3nc(-c4ccccc4Cl)no3)c2C)cc1 | 2.4% | 1.6%
Cc1ccc(Cn2c(=O)n(CCCCC(=O)NCCc3ccc(Cl)cc3)c(=O)c3ccccc32)cc1 | 4.3% | 0.6%
CCCCOC(=O)/C(C#N)=C/c1ccc(-c2ccc(Br)cc2)o1 | -2.6%[57.5 µM] | 2.3%[57.5 µM]
O=C(Nc1ccc2[nH]ncc2c1)c1cnc2c(cnn2C2CCCC2)c1 | 18.1% | 7.6%
CCOC(=O)c1cc(NC(=O)c2ccccc2)ccc1N1CCOCC1 | -4.9% | -10.1%
COc1cc(CN2CCc3nc(N4CCN(c5ccccn5)CC4)ncc3C2)cc(OC)c1OC | 72.9%[activator] | -0.4%
Cc1cc(C)c2c(=O)cc(C(=O)Nc3c(C)n(C)n(-c4ccccc4)c3=O)oc2c1 | -0.9% | 0.8%
Cn1c(C(=O)NCc2ccc(F)cc2)cc2c(=O)n(C)c3ccccc3c21 | 8.3% | -4.1%
CS(=O)(=O)c1ccccc1C(=O)NCc1coc(-c2cccs2)n1 | 2.3% | -2.3%
CC(C)(CNC(=O)C1CCCCC1C(F)(F)F)C(N)=O (configuration not stated) | 4.7% | 1.0%
Cc1cc(NS(=O)(=O)c2ccc(NC(=O)c3ccccc3C)cc2)nc(C)n1 | 11.0% | -3.2%[57.5 µM]
CCc1cccc(NC(=O)CSc2ncc3c(n2)-c2ccccc2N(Cc2ccccc2C)S3(=O)=O)c1 | 88.8%[activator] | 22.7%
Cc1cc(C)c2nc(C)cc(C(=O)O)c2c1 | -4.8% | -4.2%

The results go on:
smiles | AID inhibitor | UDG counterscr
Cn1c(SCc2ccccc2Cl)nc(=O)c2c1NC(=O)CC2c1cc(F)ccc1F (configuration not stated) | -6.5% | 2.9%
C#CCNC(=O)c1ccc2ccccc2n1 | 5.1% | -5.5%
COCc1cnc2c(c1SCC(=O)NC1CCCC1)c(=O)n(C)c(=O)n2C | -6.1% | -7.4%
COc1ccc(/C(C#N)=C/c2ccc(-c3cccc(C(F)(F)F)c3)o2)cc1OC | -6.4% | -7.7%
CCOc1ccc(Nc2oc(/C=C/c3ccc(OC)c(OC)c3)nc2C#N)cc1 | -21.5% | -6.3%
CCCS(=O)(=O)c1c(Nc2ccccc2C)sc(C(=O)c2ccccc2)c1N | -19.4% | -13.5%
COc1ccc(CCNc2ncnc3c2cnn3-c2ccc(C)cc2)cc1 | -12.2% | ?
CCCCNC(=O)c1cc(-c2cccnc2)nc2ccc(S(=O)(=O)NCCCC)cc12 | 4.8% | 7.1%
CC1=C(C(=O)Nc2ccc(C)cc2C)C(c2cc(Br)ccc2F)n2ncc(C(=O)Nc3ccc(C)cc3)c2N1 (configuration not stated) | 11.7% | -2.4%
CCOc1ccc(-n2c(-c3ccc(Br)cc3)cc3c2CC(C)(C)CC3=O)cc1 | ? | -8.5%
CCc1c(C(=O)NCCC23CC4CC(CC(C4)C2)C3)csc1C | -5.2% | -5.4%
COCCn1cc(C(=O)NCCCOC(C)C)c2c3ccccc3n(C)c2c1=O | 29.1% | 17.9%
CCC(NC(=O)c1ccco1)C12CC3CC(CC(C3)C1)C2 (configuration not stated) | -4.7% | -4.5%
CC(C)C(NS(C)(=O)=O)C(=O)Nc1cccc(Cl)c1 (configuration not stated) | 7.6% | 3.2%
CCN(CC)C(=O)Cn1c(=O)n(CCCCCC(=O)NCc2ccccc2)c(=O)c2sccc21 | -0.6% | 0.0%
Cc1cccc(N2CCN(Cc3cc(=O)oc4cc(C)ccc34)CC2C)c1 (configuration not stated) | 7.0% | 11.3%
CC1CCc2c(nc3ccc4ccccc4c3c2-c2cccc(O)c2)C1 (configuration not stated) | 7.2% | -7.1%
CCOC(=O)c1ccc(NC(=O)c2ccccc2-c2ccccc2)cc1 | -7.0% | -1.2%
O=C(NCc1cccs1)c1ccc2c(c1)sc1nc(-c3ccccc3)cn12 | 8.0% | -1.2%[57.5 µM]
O=Cc1cccc(Br)c1O | -2.6% | -6.8%

Sorted by the number under AID inhibitor (smallest number first): some entries from above
SMILES | AID inhibitor
CCc1c(C(=O)NCCC23CC4CC(CC(C4)C2)C3)csc1C | -5.2%
O=C(NCc1cccs1)c1ccc2c(c1)sc1nc(-c3ccccc3)cn12 | 8.0%
COCCn1cc(C(=O)NCCCOC(C)C)c2c3ccccc3n(C)c2c1=O | 29.1%

Other records.
smiles | AID inhibitor | UDG counterscr
CC(C)(C)c1ccc(CS(=O)Cc2ccc(Cl)cc2)cc1 (configuration not stated) | -3.1% | -5.1%
Fc1ccc2c(c1)NC(c1ccncc1)=NC(c1cccs1)=N2 | 8.0% | -15.0%
Cc1cc(C)cc(NC(=O)CSc2ccc(-c3cccs3)nn2)c1 | 27.2% | 6.0%[57.5 µM]
COc1ccc2c(c1)c(=O)c(C(=O)c1ccc(F)cc1)cn2CC(=O)Nc1ccc2c(c1)OCO2 | 25.5% | 10.4%
O=C(c1ccc2ccccc2c1)N(Cc1ccc2[nH]ccc2c1)C1CC1 | -10.1% | -10.1%
COc1cccc(NC(=O)c2cc3c(=O)n(Cc4cccnc4)ccc3nc2C)c1 | -1.7% | -0.4%
CCN(CC)C(=O)c1ccc2c(c1)N(Cc1ccccc1F)C(=O)c1ccccc1S2=O (configuration not stated) | -1.9% | -2.1%
COc1ccc(N(C(=O)c2ccccc2F)S(=O)(=O)c2ccc3c(c2)n(C)c(=O)n3C)cc1 | 14.7% | 29.4%
CCCN1CCC(NC(=O)c2cccs2)CC1 | -6.3% | -6.8%
COC(=O)c1cccc(C(=O)NCC(F)(F)F)c1 | -0.6% | 2.8%
Cc1cccc(C)c1OCC(=O)NCC1(N2CCOCC2)CCCCC1 | -18.7% | -6.0%[57.5 µM]
CC(C)COC(=O)CN1C(=O)S/C(=C/c2ccc(Cl)cc2)C1=O | -8.6% | -6.0%
Cc1ccc(CN2CCc3nc(SCC(=O)Nc4cccc(C)c4C)[nH]c(=O)c3C2)cc1 | -26.4% | -24.6%
COC(=O)C1C(C(=O)OC)C2(OC(c3ccccc3)=CC2=O)C12OC(c1ccccc1)=CC2=O (configuration not stated) | -18.0% | -6.4%
C/C(=N\NC(=O)C(O)(c1ccccc1)c1ccccc1)c1cccs1 | -5.8% | -5.6%
CCOC(=O)c1ccc(NC(=S)N(CCO)Cc2ccccc2)cc1 | 2.0% | 0.4%
CCOCCn1cnc2sc(C(=O)Nc3ccccc3C(=O)OC)c(C)c2c1=O | -3.8%[57.5 µM] | -2.2%[57.5 µM]
CCC(NCC(N)=O)C12CC3CC(CC(C3)C1)C2 (configuration not stated) | -5.3% | -2.3%
O=C(NC12CC3CC(CC(C3)C1)C2)c1cc(Br)c[nH]1 | 6.7% | 2.5%
Cc1ccc(NC(=O)c2ccc(Cl)cc2Cl)c(C(=O)c2ccccc2)c1 | -16.7% | -10.3%
C/C(=N\O)c1ccc2ccccc2c1 | 15.1%&-6.9% | -22.3%&-11.8%
C=Cn1cccc1-c1ccc(OC)cc1 | 7.6% | 3.3%
Cc1ccc(Cn2c(=O)n(CC3CCC(C(=O)N4CCC(C)CC4)CC3)c(=O)c3sccc32)cc1 (configuration not stated) | 4.7% | 0.8%
C=CCSC1=N/C(=C\c2ccc(C(C)C)cc2)C(=O)S1 | -11.8% | -2.1%
CCCC(O)c1nc2ccccc2n1Cc1ccccc1OC (configuration not stated) | 27.4% | 1.0%
Cc1ccccc1CNC(=O)c1cc2cccc3c2n1CC(C)S3 (configuration not stated) | ? | 20.4%
O=C(Nc1ccc(Br)cc1)C1CCCN1S(=O)(=O)c1ccc(F)cc1 (configuration not stated) | -19.6% | -12.8%
NCCCCCCCCCCN | -2.5% | 3.8%
CSc1ccc(CCNC(=O)c2ccc(-c3nc(COc4ccc(C)cc4)c(C)o3)cc2)cc1 | 5.3% | -2.2%
O=C(NCC(c1ccc2c(c1)OCO2)N1CCN(c2ccccc2)CC1)c1ccccc1 (configuration not stated) | ? | -19.5%
Cc1ccc(NC(=O)CSc2nnc3scc(-c4ccc(Cl)cc4)n23)cc1 | ? | ?
O=C(NCC(F)(F)F)c1coc2ccccc2c1=O | -0.2% | 1.3%
Cc1cc(C(=O)NC2CCCC2)c2ccccc2n1 | -6.2% | 33.3%[activator]
N#Cc1ccc(CNc2ccc(F)cc2Cl)cc1 | -10.9% | 4.3%
CCOc1ccc(NC(=O)Cc2cccc3ccccc23)c2cccnc12 | 58.1%[activator] | -5.6%
Cc1cc(C)c(NC(=O)Cn2cc(S(=O)(=O)Cc3ccccc3F)c3ccccc32)c(C)c1 | 15.6% | 0.4%
CCOc1ccc(-c2nc(CSCC(=O)NCCc3ccccc3)c(C)o2)cc1 | 2.7% | 5.4%
Cc1ccc(NC(=O)NCCOCCn2c(=O)oc3ccccc32)c(C)c1 | 12.3% | 6.0%
CCN(CC)C(=O)CSc1n[nH]c(=O)c2cc(-c3ccc(OC)c(OC)c3)nn12 | 0.0% | -4.7%
O=C(NCCc1nc2ccccc2[nH]1)c1ccc(N2CCCN(Cc3cccc(F)c3)C2=O)cc1 | -10.0% | -0.7%

Screening data (PubChem)

Some of the compounds tested, so the mix of outcomes need not match the whole.
